Source: PubChem (several laboratories)
Rev-RRE block = HIV Rev-RRE protein-RNA interaction inhibition; P05866; Rev peptide-RRE RNA binding, FRET; inhibition, % at 8 µM; 0.79% of 97,000 active; AID 704;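 active means inhibition above the screen-wide mean plus 3 SD, cut at about 35% in these data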;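 further: 0% = median DMSO wells and 100% = median Neomycin B control wells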
Target sequence (P05866 whole entry, looked up): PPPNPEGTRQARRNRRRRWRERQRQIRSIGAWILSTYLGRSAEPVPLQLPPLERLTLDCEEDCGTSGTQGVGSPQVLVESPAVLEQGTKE
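Test system – labelled RRE RNA duplex and labelled Rev peptide · Signal – fluorescein-to-Cy5 FRET, 480 nm excitation · Evaluation – % inhibition of FRET ratio versus controls · Benchmarks – DMSO low control, neomycin B high control · Incubation – 5 min RNA-compound premix plus 15 min binding step, 25 °C · Medium – HEPES pH 7.5 salt buffer with EDTA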
PostGolgi ctrl = inhibits growth of the yeast control strain. 5% of 98,000 active. AID 738. efflux-deficient yeast background strain, growth absorbance A615, 16 h. inhibition, % at 10 µM
PTPN22 act = increases human PTPN22 phosphatase activity | activation, % at 2 µM | 0.11% of 96,000 active | recombinant LYP, DiFMUP fluorescence; 0 = plate median, 100 = signal doubled | AID 697;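 active means activation at 2 µM above a set limit, the mean plus 5 SD, cut at about 37% in these data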
FAK inh = FAK (human) kinase inhibition | Q05397 | biochemical FAK kinase activity assay | inhibition, %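 (tested at 7 µM)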 | 0.84% of 97,000 active; in the data active means inhibition above about 19%;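 further: 0% = DMSO and 100% = reference compound high control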
S1P2 blocker = antagonists of human S1P2 receptor; O95136; inhibition, % at 5 µM; 0.21% of 97,000 active; cell-based S1P2 antagonist assay, inhibition at 5 uM; in the data active means inhibition above about 45%;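 further: CRE beta-lactamase reporter cells expressing human S1P2 stimulated with S1P; 0% = agonist at EC80 alone and 100% = agonist plus reference antagonist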
Target sequence (O95136 whole entry, looked up): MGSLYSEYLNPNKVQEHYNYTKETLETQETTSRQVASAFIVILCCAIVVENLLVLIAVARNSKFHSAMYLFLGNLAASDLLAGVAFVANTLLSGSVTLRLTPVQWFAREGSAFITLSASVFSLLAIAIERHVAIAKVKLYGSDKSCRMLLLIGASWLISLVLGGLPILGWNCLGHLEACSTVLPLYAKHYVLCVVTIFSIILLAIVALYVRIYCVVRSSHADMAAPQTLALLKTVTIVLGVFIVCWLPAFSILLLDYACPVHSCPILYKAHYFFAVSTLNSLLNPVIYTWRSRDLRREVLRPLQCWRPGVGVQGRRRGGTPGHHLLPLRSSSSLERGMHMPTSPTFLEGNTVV
LYP inh 2 = blocks human PTPN22 phosphatase activity. inhibition, % at 2 µM. recombinant LYP catalytic domain, DiFMUP fluorescence. AID 640. 0.21% of 96,000 active. Q9Y2R2;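 active means inhibition at 2 µM at or above a set limit, the screen mean plus 3 SD, cut at about 24% in these data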;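 further: 0% = DMSO with enzyme and 100% = enzyme fully blocked by orthovanadate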
S1P2 agonist = S1P2 (human) receptor agonism; O95136; S1P2-expressing cell line, agonist reporter read-out; 0.46% of 97,000 active; activation, % at 4.5 µM; in the data active means activation above about 16%;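 further: 0% = vehicle low control and 100% = maximal reference agonist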
PostGolgi yeast = growth inhibition of a yeast mutant, post-Golgi transport screen | post-Golgi transport phenotypic cell assay | inhibition, % at 10 µM | 0.9% of 98,000 active;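 further: yeast cells grown in 1536-well plates; yeast grown about 18 h at 30C before absorbance read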
EphB4 antag = antagonists of human EphB4-ephrin-B2 interaction; 0.15% of 97,000 active; EphB4 LBD / TNYL-RAW-Alexa532 peptide, fluorescence polarization; P54760; inhibition, % at 7 µM; AID 720;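 active means inhibition above the screen-wide mean inhibition plus 3 SD, cut at about 15% in these data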;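 further: 0% = DMSO wells and 100% = excess unlabeled TNYL-RAW peptide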
* hit, by the source's call; · = no result given. Unless noted, no stated cut-off is given here; in the data, active means inhibition above about 30%; inactive means the rest.

mol	Rev-RRE block	PostGolgi ctrl	PTPN22 act	FAK inh	S1P2 blocker	LYP inh 2	S1P2 agonist	PostGolgi yeast	EphB4 antag
CC(/C=N/Nc1nc(N2CCCCC2)nc(N2CCCCC2)n1)=C\c1ccccc1	9.0	6.1	-0.5	1.4	-8.8	3.3	-10.9	-6.2	-0.9
N#CC1(c2ccccc2)CCCN1C(=O)c1ccccc1Br (stereo not drawn)	2.8	-3.5	-7.0	-0.4	-8.0	8.5	-3.0	-5.2	6.1
O=C(CCn1cnc2ccccc2c1=O)Nc1ccc(S(=O)(=O)N2CCCC2)cc1	5.8	9.6	-8.8	3.0	22.3	7.3	-2.1	2.3	0.4
Cc1ccc2c(c1)N(CC(=O)NC1CCC(C)CC1)C(=O)CO2 (stereo not drawn)	2.2	5.5	-1.3	0.8	11.7	-1.2	-1.0	12.4	-4.4
COc1ccc(-n2c3c(cc(C(=O)N4CCC(C)CC4)c2=O)C(=O)CC(C)(C)C3)cc1	-2.6	3.8	-1.0	1.4	-5.2	-1.8	-6.4	-2.6	-6.2
Cc1ccc(C(=O)COC(=O)c2cccc(NC(=O)c3ccc([N+](=O)[O-])cc3[N+](=O)[O-])c2)cc1	9.1	-3.0	-0.5	2.7	-1.7	3.6	-10.3	16.8	13.3
Cc1nc2nc(COc3ccccc3)[nH]n2c(=O)c1Cl	6.1	-6.8	-1.8	-5.6	18.4	-0.7	-9.5	-0.7	-1.3
O=C(NCCCN1CCN(c2cccc(Cl)c2)CC1)c1ccc(N2CCCC2=O)cc1	2.1	-2.5	-4.6	1.0	10.7	5.2	-4.8	-1.5	3.0
c1ccc2cc(OCc3nc4ccccc4[nH]3)ccc2c1	5.3	·	-0.9	3.6	-4.1	0.4	-2.6	·	3.7
CCc1nc(NCc2cccnc2)c2oc3ccccc3c2n1	4.0	5.5	-3.1	20.2*	-29.1	0.6	4.8	-1.6	-1.6
Cn1cnc2c1c(=O)n(CC(O)CO)c(=O)n2C (stereo not drawn)	4.7	8.4	-2.4	1.0	8.2	2.4	-4.6	5.5	-1.8
O=C(NC1CCCC1)C(c1ccc(F)cc1)N(C(=O)Cc1cccs1)c1ccc2c(c1)OCCO2 (stereo not drawn)	13.2	-1.5	-6.3	1.1	19.4	9.8	-6.0	-3.3	4.8
O=C(CCCN1C(=O)CCC1=O)Nc1ccccc1F	2.8	4.9	0.8	-1.4	-2.2	1.1	-4.7	-8.5	0.6
O=C1c2ccccc2C(=O)N1CC1CCCO1 (stereo not drawn)	4.4	29.4	-17.4	1.5	5.1	19.5	-0.3	-11.9	-4.5
COc1ccc(-n2c(SCc3ccc(C#N)cc3)nnc2-c2ccccn2)cc1	6.8	13.4	-7.8	-2.2	3.9	4.8	-6.2	-3.4	-2.2
Cc1nn(C)cc1CN(C)C(=O)c1cc2nc(-c3ccco3)cc(C(F)(F)F)n2n1	5.3	-7.9	2.1	-0.2	-43.1	-4.3	2.5	8.3	-2.2
O=[N+]([O-])c1ccc(N2CCN(C(=S)NC3CCCCC3)CC2)cc1	-0.2	24.8	1.4	-2.3	20.4	0.9	-1.1	2.5	-10.8
CC(C)Oc1ccc(NC(=O)Oc2ccccc2)cc1	2.7	0.0	4.1	4.1	0.2	-7.6	-3.5	1.4	1.7
Cc1ccc2c(c1)NC(=O)C(CC(=O)NCCN(C)C)O2 (stereo not drawn)	5.3	10.8	8.4	-1.7	0.7	-11.6	-2.8	-0.3	-2.5
CC(=O)c1cccc(NC=C2C(=O)OC3(CCCCC3)OC2=O)c1	-0.8	4.8	5.0	-1.4	-3.0	-7.9	-5.3	-4.7	-4.2
N#CC(C(N)=O)=C1CCC2(CC1)OCCCCO2	7.4	11.9	7.0	-7.0	13.9	-9.3	-7.8	11.1	-1.4
O=C(Nc1ccc2nc[nH]c2c1)c1ccco1	-0.3	18.8	-10.9	-7.4	0.1	8.1	3.0	-23.8	8.4
CCOC(=O)c1ccc(N=Cc2nc(-c3ccccc3)oc2OC(C)=O)cc1	0.4	3.1	3.6	-1.0	-17.1	-2.0	-1.1	3.2	-5.7
CN1C(=O)C2(C(C#N)=C(N)Oc3c2oc(CO)cc3=O)c2ccccc21 (stereo not drawn)	4.1	0.2	2.8	-0.9	-14.0	-3.6	-2.1	9.1	-4.7
Cc1cc(C(=O)Nc2ccccc2)oc1C	6.3	24.1	1.0	-0.5	14.0	0.8	3.1	-2.7	1.9
O=C(CCCN1C(=O)c2ccccc2C1=O)Nc1cccnc1	4.4	·	15.3	1.3	-6.1	-15.4	0.6	·	-8.6
COc1ccc(CNC(=O)C2CCCN(S(=O)(=O)c3c(C)nn(C)c3C)C2)cc1 (stereo not drawn)	1.8	-2.1	-10.2	-3.8	3.3	7.2	-7.4	1.5	-0.3
NC(=O)c1c(NC(=O)CN2CCCC2)sc2c1CCCC2	0.0	-12.2	-5.5	-4.3	7.8	3.5	-0.3	-0.1	0.1
N#CC(C(=O)NC1CCCCC1)c1nc2ccccc2nc1N1CCN(c2ccccc2F)CC1 (stereo not drawn)	5.0	5.5	-14.3	5.0	16.4	13.7	-5.2	-0.3	3.2
CCN1CCCC1CNC(=O)C(=O)Nc1ccccc1OC (stereo not drawn)	3.8	3.9	-1.5	0.7	-0.8	3.9	-2.6	7.3	-9.7

Sorted by number of heavy atoms (rising): some entries from above
mol	Rev-RRE block	PostGolgi ctrl	PTPN22 act	FAK inh	S1P2 blocker	LYP inh 2	S1P2 agonist	PostGolgi yeast	EphB4 antag
Cc1ccc2c(c1)NC(=O)C(CC(=O)NCCN(C)C)O2 (stereo not drawn)	5.3	10.8	8.4	-1.7	0.7	-11.6	-2.8	-0.3	-2.5
Cc1ccc2c(c1)N(CC(=O)NC1CCC(C)CC1)C(=O)CO2 (stereo not drawn)	2.2	5.5	-1.3	0.8	11.7	-1.2	-1.0	12.4	-4.4
O=[N+]([O-])c1ccc(N2CCN(C(=S)NC3CCCCC3)CC2)cc1	-0.2	24.8	1.4	-2.3	20.4	0.9	-1.1	2.5	-10.8
CN1C(=O)C2(C(C#N)=C(N)Oc3c2oc(CO)cc3=O)c2ccccc21 (stereo not drawn)	4.1	0.2	2.8	-0.9	-14.0	-3.6	-2.1	9.1	-4.7

(cont.)
mol	Rev-RRE block	PostGolgi ctrl	PTPN22 act	FAK inh	S1P2 blocker	LYP inh 2	S1P2 agonist	PostGolgi yeast	EphB4 antag
CCc1nnc(NC(=O)CN2CCN(C3CCCCC3)CC2)s1	11.4	3.9	8.4	-1.8	-8.4	-7.7	-2.1	-6.9	1.6
Cn1c(=Nc2ccc(N3CCOCC3)cc2)ccc2ccccc21	2.5	9.4	-4.0	1.9	15.1	3.0	-1.5	-9.1	3.9
C=CCOc1c(Br)cc(CNc2ccc(NC(=O)C(C)C)c(OC)c2)cc1OC	4.6	0.6	-2.1	0.4	-3.1	6.7	-5.0	-1.0	2.8
CC1CCN(c2ncnc3c2cnn3Cc2ccc(Cl)cc2)CC1	14.1	28.0	-1.9	4.3	-21.4	-1.2	-3.6	-8.0	-7.4
CCOC(=O)C1=C(C)NC(=O)NC1c1cc(C)sc1C (stereo not drawn)	-0.5	2.0	0.6	1.6	-18.2	-1.3	-1.1	-3.1	8.6
CC(C)=C1C2CC2C2C(C(=O)O)C12 (stereo not drawn)	5.6	22.4	0.7	-5.0	-14.8	-1.6	-5.5	-1.3	-1.5
COc1ccccc1NC(=O)NC1(C(=O)N2CCCCCC2)CCCCC1	2.0	·	-6.9	0.8	-6.0	7.4	-4.1	·	9.7
CCOc1ccc(-c2nn[nH]n2)cc1	3.1	-13.4	-8.5	-1.5	3.2	4.6	-5.0	1.8	-3.4
Cc1noc(N)c1C(=O)Nc1ccc(F)c(Cl)c1	5.0	29.8	-0.2	-6.9	12.9	-0.9	-5.7	-23.9	1.1
CCC(C)(C)n1nnnc1C(c1cc2cc(C)cc(C)c2[nH]c1=O)N1CCN(Cc2ccc3c(c2)OCO3)CC1 (stereo not drawn)	3.6	37.0*	5.7	0.2	0.1	-4.2	-6.4	17.9	3.9
Oc1ccc(CNc2ccc(F)cc2)c2cccnc12	0.6	10.5	7.1	-0.8	6.8	-8.9	-6.5	-2.2	0.3
N=C1/C(=C/c2cccs2)C(=O)N=C2SN=C(SCc3ccccc3)N12	3.5	7.1	2.2	-3.9	0.4	2.0	-4.0	-3.9	-5.1
Cc1oc(-c2cccs2)nc1CSCC(=O)NC1CC1	10.8	4.5	2.2	4.3	13.9	-4.9	-8.8	-2.0	3.0
c1ccc(-c2csc(Nc3ccc4c(c3)OCCO4)n2)cc1	6.9	20.3	0.3	3.0	-2.4	-0.8	0.3	8.3	1.4
Cc1ccccc1C(=O)Nc1nc2n(n1)C(c1ccccc1)CC(=O)N2 (stereo not drawn)	8.5	3.8	-0.2	0.8	11.5	2.8	-5.3	4.0	-7.0
COC(=O)c1sc2nc(N3CCCCC3)c3c(c2c1N)CCCC3	5.0	25.1	-5.3	-0.4	9.6	5.8	4.0	2.0	2.2
Cc1noc(N)c1C(=O)Nc1ccccc1F	5.0	1.3	-2.3	-6.0	11.5	6.0	-8.1	-2.5	3.3
O=C(CN1C(=O)c2ccccc2C1=O)NN1C(=O)c2ccccc2C1=O	3.2	-0.1	-7.2	0.1	-6.7	9.4	-0.3	4.6	-12.9
COc1cc(NS(=O)(=O)c2ccc(NC(=O)c3ccco3)cc2)nc(OC)n1	7.8	35.5*	-9.1	-3.0	-14.1	8.4	-2.4	-6.3	-3.4
CCS(=O)(=O)n1nc(-c2ccccc2)cc1N	11.6	-2.2	-0.5	3.1	11.4	-0.1	-2.9	12.6	1.9
Cc1cccc(C(=O)NC(NCc2ccco2)C(Cl)(Cl)Cl)c1 (stereo not drawn)	4.6	-1.7	2.8	-2.4	7.4	-0.1	-4.8	14.2	0.6
Cc1ccc(OCC(=O)Nc2ccc(-c3nc4ncccc4o3)cc2)cc1	-0.2	0.1	-1.9	8.4	-2.0	-0.3	-2.1	1.5	-10.3
COC(=O)c1c(N=CN(C)C)c(C#N)c2n1CCCC2	5.9	29.0	-0.8	3.1	1.8	-1.0	-5.5	14.6	2.4
O=C(CN(Cc1ccccc1)C(=O)CCC(=O)Nc1ccccn1)NCc1ccco1	5.9	-8.0	-9.6	6.3	19.2	7.3	-0.5	-4.4	4.3
COc1cc(CC(=O)Nc2ccc(S(=O)(=O)Nc3ncccn3)cc2)cc(OC)c1OC	12.3	10.4	-3.2	6.6	-10.1	1.1	-5.5	-4.0	-2.4
